Screening data deposited in PubChem by several laboratories.
Bim-Bfl-1: inhibitors of Bim binding to Bfl-1, primary screen, biochemical, multiplexed, bead-based flow cytometry; Bim-Bfl-1 binding inhibition; inhibition, % at 10 µM; actives 0.12% (n = 190,000); AID 1008, 2008;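 note: 0% = wells without compound plus tracer and 100% = blocker peptide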
Mcl1 Noxa PPI: Mcl-1/Noxa binding inhibitors, primary screen, biochemical, TR-FRET, 1536-well; Induced myeloid leukemia cell differentiation protein Mcl-1 (Homo sapiens), Q07820; TR-FRET Mcl-1/Noxa peptide binding, 2 h; inhibition, % at 21.7 µM; actives 1.5% (n = 220,000); AID 1022, 2008;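 active = compounds that cut the protein-peptide binding signal by more than 50% relative to plate controls in a single-dose test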;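 note: His-tagged Mcl-1 with rhodamine Noxa BH3 peptide and terbium anti-His antibody; 0% = Mcl-1 plus Noxa peptide wells and 100% = peptide-only wells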
Target sequence (Q07820 whole entry, looked up): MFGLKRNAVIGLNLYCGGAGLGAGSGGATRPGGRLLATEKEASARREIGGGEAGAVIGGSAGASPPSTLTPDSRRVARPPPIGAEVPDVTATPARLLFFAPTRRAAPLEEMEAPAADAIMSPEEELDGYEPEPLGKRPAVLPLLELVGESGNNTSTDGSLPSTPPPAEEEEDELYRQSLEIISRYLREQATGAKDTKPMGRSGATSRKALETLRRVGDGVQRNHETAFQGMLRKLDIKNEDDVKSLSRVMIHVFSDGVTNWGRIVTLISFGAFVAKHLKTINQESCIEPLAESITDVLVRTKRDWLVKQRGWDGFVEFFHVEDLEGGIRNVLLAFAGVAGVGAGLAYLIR
Mcl1 Bid PPI: Mcl-1/Bid binding inhibitors, primary screen, biochemical, TR-FRET, 1536-well; TR-FRET Mcl-1/Bid-Dy647 peptide binding; inhibition, % at 21.7 µM; actives 0.97% (n = 220,000); AID 1021, 2008;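 active = compounds that cut the binding signal by more than half at the single screening dose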;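 note: His-tagged Mcl-1 with europium anti-His antibody binding Bid BH3 peptide; 0% = Mcl-1 plus peptide wells and 100% = peptide-only wells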
RGS8-Gao reg: RGS8-Galphao binding modulators, primary screen, biochemical, multiplexed bead flow cytometry | response (percent of control binding), % at 10 µM | Guanine nucleotide-binding protein G(o) subunit alpha (Homo sapiens), P09471 | actives lie on both sides | actives 0.34% (n = 220,000); in the data active = response below about 60% or above about 140%; inactive = in between;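 note: Galphao activated as the GDP aluminium fluoride complex binding bead-coupled RGS8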
Bim-Mcl-1: inhibitors of Bim peptide binding to Mcl-1, primary screen, biochemical, bead-based flow cytometry, multiplex | Induced myeloid leukemia cell differentiation protein Mcl-1 (Homo sapiens), Q07820 | Bim peptide-Mcl-1 binding | inhibition, % at 10 µM | actives 0.1% (n = 190,000);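 note: 0% = no compound tracer wells and 100% = peptide blocker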
Bcl-B Bim block: inhibitors of Bim-Bcl-B binding, primary screen, biochemical, multiplexed, human Bcl-2 family; Bcl-2-like protein 10 (Homo sapiens), Q9HD36; bead-based flow cytometry, Bim peptide-Bcl-B binding; inhibition, % at 10 µM; actives 0.073% (n = 190,000); AID 951, 2007;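 note: 0% = tracer peptide without compound and 100% = reference inhibitor peptide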
Target sequence (Q9HD36 whole entry, looked up): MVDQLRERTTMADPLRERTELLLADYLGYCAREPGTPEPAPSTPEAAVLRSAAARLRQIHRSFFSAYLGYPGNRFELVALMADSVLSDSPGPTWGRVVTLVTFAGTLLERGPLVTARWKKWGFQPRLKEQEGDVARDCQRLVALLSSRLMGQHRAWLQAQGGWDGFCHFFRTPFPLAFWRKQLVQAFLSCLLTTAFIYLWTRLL
Bim-Bcl-XL: inhibitors of Bim-Bcl-XL binding, primary screen, biochemical, multiplexed, bead flow cytometry, human Bcl-XL; Bcl-2-like protein 1 (Homo sapiens), Q07817; inhibition, % at 10 µM; Bim peptide-Bcl-XL binding, fluorescence; actives 0.04% (n = 190,000)
Target sequence (Q07817 whole entry, looked up): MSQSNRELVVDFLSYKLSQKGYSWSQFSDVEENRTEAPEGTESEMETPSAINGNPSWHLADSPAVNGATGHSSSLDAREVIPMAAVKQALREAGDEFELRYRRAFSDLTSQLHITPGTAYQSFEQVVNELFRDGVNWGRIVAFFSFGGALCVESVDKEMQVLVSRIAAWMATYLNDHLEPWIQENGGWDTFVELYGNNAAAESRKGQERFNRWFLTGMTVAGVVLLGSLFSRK
Bcl-W Bim block: inhibitors of Bim binding to Bcl-W, primary screen, biochemical, multiplexed, bead-based flow cytometry. Bim peptide-Bcl-W binding. actives 0.02% (n = 190,000). Bcl-2-like protein 2 (Homo sapiens), Q92843. AID 952, 2007. inhibition, % at 10 µM;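 note: 0% = bound tracer without compound and 100% = peptide blocker; higher means less fluorescent Bim peptide bound to Bcl-W beads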
RGS4-Gao reg: modulators of RGS4 binding to Galphao, primary screen, biochemical, multiplexed bead flow cytometry. actives 0.33% (n = 220,000). actives lie on both sides. binding response (% of control), % at 10 µM; in the data active = binding response below about 49% or above about 150%; inactive = in between;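 note: fluorescent Galphao activated with aluminum fluoride binding bead-coupled RGS4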
Bim-Bcl-2: inhibitors of Bim-Bcl-2 binding, primary screen, biochemical, multiplexed, human Bcl-2 family | Apoptosis regulator Bcl-2 (Homo sapiens), P10415 | Bead-based flow cytometry, Bim peptide-Bcl-2 binding | inhibition, % at 10 µM | actives 0.06% (n = 190,000) | AID 950, 2007; in the data active = inhibition above about 40%; inconclusive = no clear call, values can overlap the other calls;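 note: 0% = no compound wells with probe peptide and 100% = reference peptide inhibitor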
Target sequence (P10415 whole entry, looked up): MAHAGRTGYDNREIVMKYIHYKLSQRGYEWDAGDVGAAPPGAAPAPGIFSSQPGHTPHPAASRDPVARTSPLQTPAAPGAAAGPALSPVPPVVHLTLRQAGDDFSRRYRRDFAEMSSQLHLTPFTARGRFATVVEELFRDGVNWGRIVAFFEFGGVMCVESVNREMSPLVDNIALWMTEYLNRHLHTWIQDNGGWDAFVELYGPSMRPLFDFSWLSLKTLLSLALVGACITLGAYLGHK
RGS7-Gao: RGS7-Galphao binding modulators, primary screen, biochemical, multiplexed bead flow cytometry; Guanine nucleotide-binding protein G(o) subunit alpha (Homo sapiens), P09471; actives lie on both sides; binding response (% of control), % at 10 µM; actives 0.35% (n = 220,000); in the data active = binding response below about 49% or above about 150%; inconclusive = no clear call, values can overlap the other calls; inactive = in between;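 note: fluorescent Galphao held in activated GDP-AlF4 state binding bead-coupled RGS7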
Numbers without * were called inactive. Cut-off read from the data, not from the text of the source, unless noted: active = inhibition above about 40%. Hits appear at their usual frequency; about 2.7% have a hit in one of these screens.

CCOC(=O)c1c(O)c2ccccc2n(-c2ccccc2)c1=O was read as Bim-Bfl-1 -6.0, Mcl1 Noxa PPI 12.0, Mcl1 Bid PPI 2.3, RGS8-Gao reg 102.0, Bim-Mcl-1 -3.0, Bcl-B Bim block -8.0, Bim-Bcl-XL -8.0, Bcl-W Bim block -4.0, RGS4-Gao reg 103.3, Bim-Bcl-2 -5.0 and RGS7-Gao 101.0.
`O=C(c1ccc2c(c1)C(=O)N(CCCO)C2=O)c1ccc2c(c1)C(=O)N(CCCO)C2=O` gave Bim-Bfl-1 -17.0, Mcl1 Noxa PPI 0.7, Mcl1 Bid PPI -9.4, RGS8-Gao reg 98.0, Bim-Mcl-1 -2.0, Bcl-B Bim block -9.0, Bim-Bcl-XL -3.0, Bcl-W Bim block 0.0, RGS4-Gao reg 95.1, Bim-Bcl-2 -7.0 and RGS7-Gao 97.5.
COc1ccccc1NC(=O)C1=C(C)Nc2nc(-c3cccs3)nn2C1c1cccc(O)c1 (configuration not stated) was read as Bim-Bfl-1 -5.0, Mcl1 Noxa PPI 18.5, Mcl1 Bid PPI 4.6, RGS8-Gao reg 101.1, Bim-Mcl-1 0.0, Bcl-B Bim block -9.0, Bim-Bcl-XL 0.0, Bcl-W Bim block 0.0, RGS4-Gao reg 102.3, Bim-Bcl-2 -2.0 and RGS7-Gao 104.2.
O=C(CSc1nnc(CCCN2C(=O)c3cccc4cccc(c34)C2=O)n1-c1ccccc1)N1CCCCC1 was read as Bim-Bfl-1 -2.0, Mcl1 Noxa PPI 16.1, Mcl1 Bid PPI 1.9, RGS8-Gao reg 100.0, Bim-Mcl-1 -6.0, Bcl-B Bim block -4.0, Bim-Bcl-XL -7.0, Bcl-W Bim block -3.0, RGS4-Gao reg 99.2, Bim-Bcl-2 -4.0 and RGS7-Gao 98.5.
Screening CC(Oc1ccc(-c2nccc(-c3ccccn3)n2)cc1)C(=O)NN (configuration not stated) returned Bim-Bfl-1 -1.0, Mcl1 Noxa PPI -26.7, Mcl1 Bid PPI -55.1, RGS8-Gao reg 100.1, Bim-Mcl-1 -1.0, Bcl-B Bim block 0.0, Bim-Bcl-XL 1.0, Bcl-W Bim block -1.0, RGS4-Gao reg 96.3, Bim-Bcl-2 -1.0 and RGS7-Gao 97.1.
Cn1c(SCC(=O)Nc2ccc(N3CCOCC3)c(Cl)c2)nnc1C(O)c1ccccc1 (configuration not stated) was read as Bim-Bfl-1 -12.0, Mcl1 Noxa PPI 3.2, Mcl1 Bid PPI -9.4, RGS8-Gao reg 100.4, Bim-Mcl-1 -2.0, Bcl-B Bim block -7.0, Bim-Bcl-XL -7.0, Bcl-W Bim block -1.0, RGS4-Gao reg 102.0, Bim-Bcl-2 -12.0 and RGS7-Gao 102.8.
`CCOC(=O)C1=C(C)NC(=S)NC1c1ccco1` (configuration not stated) gave Mcl1 Noxa PPI 15.4, Mcl1 Bid PPI -12.9, RGS8-Gao reg 107.3, RGS4-Gao reg 109.7 and RGS7-Gao inconclusive.
`CC1=C(C(=O)OCC(Br)(Br)Br)C(c2ccc(Br)cc2)NC(=O)N1CCCC(=O)O` (configuration not stated) gave Bim-Bfl-1 -3.0, Mcl1 Noxa PPI -3.8, Mcl1 Bid PPI -0.2, RGS8-Gao reg 97.2, Bim-Mcl-1 -5.0, Bcl-B Bim block -2.0, Bim-Bcl-XL -2.0, Bcl-W Bim block 0.0, RGS4-Gao reg 108.8, Bim-Bcl-2 1.0 and RGS7-Gao 104.7.
For CCCCCn1c(N2CCN(c3cccc(Cl)c3)CC2)nc2c1c(=O)[nH]c(=O)n2C the results were Bim-Bfl-1 -3.0, Mcl1 Noxa PPI 3.3, Mcl1 Bid PPI -9.6, RGS8-Gao reg 97.5, Bim-Mcl-1 -1.0, Bcl-B Bim block 0.0, Bim-Bcl-XL 0.0, Bcl-W Bim block -1.0, RGS4-Gao reg 91.6, Bim-Bcl-2 -1.0 and RGS7-Gao 95.5.
For CCN(c1cccc(C)c1)S(=O)(=O)c1cccc(C(=O)O)c1 the results were Bim-Bfl-1 0.0, Mcl1 Noxa PPI 2.4, Mcl1 Bid PPI 4.7, RGS8-Gao reg 99.6, Bim-Mcl-1 2.0, Bcl-B Bim block -3.0, Bim-Bcl-XL -3.0, Bcl-W Bim block 0.0, RGS4-Gao reg 101.0, Bim-Bcl-2 2.0 and RGS7-Gao 100.4.
`CCS/C(N)=N/N=C/c1cc(C)ccc1O` gave Bim-Bfl-1 19.0, Mcl1 Noxa PPI 11.0, Mcl1 Bid PPI -20.4, RGS8-Gao reg 100.4, Bim-Mcl-1 -2.0, Bcl-B Bim block -17.0, Bim-Bcl-XL -5.0, Bcl-W Bim block 0.0, RGS4-Gao reg 101.3, Bim-Bcl-2 0.0 and RGS7-Gao 101.7.
Screening CSc1nnc2c(n1)OC(C)=Nc1ccccc1-2 returned Bim-Bfl-1 0.0, Mcl1 Noxa PPI -6.8, Mcl1 Bid PPI -10.2, RGS8-Gao reg 86.9, Bim-Mcl-1 2.0, Bcl-B Bim block 3.0, Bim-Bcl-XL 1.0, Bcl-W Bim block 1.0, RGS4-Gao reg 98.7, Bim-Bcl-2 2.0 and RGS7-Gao 89.7.
Screening Nc1ccc2oc(-c3cccc(Br)c3)nc2c1 returned Bim-Bfl-1 1.0, Mcl1 Noxa PPI 10.6, Mcl1 Bid PPI -19.7, RGS8-Gao reg 99.3, Bim-Mcl-1 -2.0, Bcl-B Bim block -5.0, Bim-Bcl-XL -2.0, Bcl-W Bim block -4.0, RGS4-Gao reg 93.9, Bim-Bcl-2 -4.0 and RGS7-Gao 91.5.
CCCCCCCCOc1ccc(C2OC34CCCCC3C(C#N)(C#N)C2(C#N)C(=N)O4)cc1 (configuration not stated) was read as Bim-Bfl-1 -23.0, Mcl1 Noxa PPI 12.6, Mcl1 Bid PPI -29.5, RGS8-Gao reg 102.1, Bim-Mcl-1 -8.0, Bcl-B Bim block -11.0, Bim-Bcl-XL -13.0, Bcl-W Bim block -5.0, RGS4-Gao reg 97.5, Bim-Bcl-2 -9.0 and RGS7-Gao 97.2.
For CC(C)(C)n1nnnc1CN(Cc1ccco1)Cc1cc2cc3c(cc2[nH]c1=O)OCO3 the results were Bim-Bfl-1 0.0, Mcl1 Noxa PPI 34.6, Mcl1 Bid PPI -10.7, RGS8-Gao reg 99.8, Bim-Mcl-1 -3.0, Bcl-B Bim block 0.0, Bim-Bcl-XL -3.0, Bcl-W Bim block -1.0, RGS4-Gao reg 100.5, Bim-Bcl-2 0.0 and RGS7-Gao 98.6.
For Cc1cccc(-n2ncc3c(N4CCc5ccccc54)ncnc32)c1 the results were Bim-Bfl-1 -3.0, Mcl1 Noxa PPI 1.0, Mcl1 Bid PPI -14.9, RGS8-Gao reg 101.3, Bim-Mcl-1 -3.0, Bcl-B Bim block -1.0, Bim-Bcl-XL -2.0, Bcl-W Bim block -2.0, RGS4-Gao reg 92.9, Bim-Bcl-2 -6.0 and RGS7-Gao 95.0.
COc1ccc(OC)c(Cc2nnc(CCC(=O)NCc3ccsc3)o2)c1 was read as Bim-Bfl-1 -8.0, Mcl1 Noxa PPI 0.3, Mcl1 Bid PPI -26.6, RGS8-Gao reg 94.7, Bim-Mcl-1 -5.0, Bcl-B Bim block -7.0, Bim-Bcl-XL -6.0, Bcl-W Bim block -3.0, RGS4-Gao reg 94.4, Bim-Bcl-2 -7.0 and RGS7-Gao 90.5.
Screening CN1CCN(NC(=O)c2cc([N+](=O)[O-])cc([N+](=O)[O-])c2)CC1 returned Bim-Bfl-1 -18.0, Mcl1 Noxa PPI -6.4, Mcl1 Bid PPI -17.0, RGS8-Gao reg 111.0, Bim-Mcl-1 0.0, Bcl-B Bim block -10.0, Bim-Bcl-XL -8.0, Bcl-W Bim block 0.0, RGS4-Gao reg 111.1, Bim-Bcl-2 -11.0 and RGS7-Gao 109.0.
Screening CC(C)CCN1CCN(Cc2cccn2-c2ccccn2)CC1CCO (configuration not stated) returned Bim-Bfl-1 -4.0, Mcl1 Noxa PPI 1.8, Mcl1 Bid PPI -46.3, RGS8-Gao reg 103.4, Bim-Mcl-1 -2.0, Bcl-B Bim block -1.0, Bim-Bcl-XL -2.0, Bcl-W Bim block -1.0, RGS4-Gao reg 100.3, Bim-Bcl-2 -4.0 and RGS7-Gao 97.1.
`O=C1CC(=O)CC(c2ccccc2)C1` gave Bim-Bfl-1 0.0, Mcl1 Noxa PPI 11.3, Mcl1 Bid PPI -36.7, RGS8-Gao reg 100.4, Bim-Mcl-1 -2.0, Bcl-B Bim block 0.0, Bim-Bcl-XL -1.0, Bcl-W Bim block -2.0, RGS4-Gao reg 101.6, Bim-Bcl-2 -1.0 and RGS7-Gao 96.1.
Screening N#CC(=C1CCCC1)c1nc(-c2ccccc2)cs1 returned Bim-Bfl-1 -2.0, Mcl1 Noxa PPI 9.8, Mcl1 Bid PPI -7.2, RGS8-Gao reg 111.9, Bim-Mcl-1 1.0, Bcl-B Bim block -1.0, Bim-Bcl-XL 2.0, Bcl-W Bim block 0.0, RGS4-Gao reg 98.2, Bim-Bcl-2 -3.0 and RGS7-Gao 98.8.
Screening O=C(CSCc1ccccc1)Nc1ccc(S(=O)(=O)N2CCOCC2)cc1 returned Bim-Bfl-1 0.0, Mcl1 Noxa PPI 0.4, Mcl1 Bid PPI -40.5, RGS8-Gao reg 100.4, Bim-Mcl-1 0.0, Bcl-B Bim block -1.0, Bim-Bcl-XL 0.0, Bcl-W Bim block 0.0, RGS4-Gao reg 96.4, Bim-Bcl-2 2.0 and RGS7-Gao 97.5.
For O=C(O)c1csc(Br)c1Br the results were Bim-Bfl-1 -9.0, Mcl1 Noxa PPI 11.8, Mcl1 Bid PPI 26.6, RGS8-Gao reg 102.2, Bim-Mcl-1 3.0, Bcl-B Bim block -6.0, Bim-Bcl-XL -8.0, Bcl-W Bim block 2.0, RGS4-Gao reg 102.7, Bim-Bcl-2 -5.0 and RGS7-Gao 100.3.
